Assay outcomes from PubChem BioAssay.
PGC1a acetyl inh: lowers PGC1a acetylation signal in U2OS cells; AlphaScreen anti-acetyl-lysine; with virally co-expressed GCN5 acetyltransferase; AID 651687; inhibition, % at 15.6 µM; 0.17% of 350,000 active;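 active = every replicate shows inhibition of at least 40%; inconclusive = mean inhibition at least 40% but some replicate below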;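 note: 0% = neutral control wells and 100% = positive control wells; some results beyond the cut were filed as inactive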
Xi reactivation: activators of X-chromosome reactivation in mouse fibroblasts; XiGFP mouse fibroblasts, % GFP-positive cells imaging, 3 d; cells co-treated with 5-aza-dC sensitizer; scaled so ellipticine positive control = 100%; 0.055% of 360,000 active; AID 743238; activation, % at 7.58 µM;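 active = mean normalized replicate activation at least 10% and every replicate at or above 10%; inconclusive = only one of the two criteria met; inactive = mean below 10% and not all replicates reach 10%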;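 note: 0% = median of on-plate neutral control wells and 100% = ellipticine 6 µM median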
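Assay system: SV40-immortalized XiGFP fibroblast cells, line 68-5-11; buffer or medium: DMEM plus 5-aza-dC sensitizer; compound: one concentration, pinned; timing: compounds 3 days, fix/stain 15 min at room temperature; benchmarks: positive control ellipticine, 6 µM final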
Cneo AK release: causes C. neoformans cell lysis. adenylate kinase release luminescence, 4 h; normalised: neutral wells 0, clomiphene wells 100. lysis activity, % at 15 µM. 0.2% of 360,000 active. AID 651654;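 active = mean lysis activity across replicates of at least 80%, whatever share of replicates individually reach that level; inactive = mean lysis activity below 80%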
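Test system: log-phase Cryptococcus neoformans yeast cells. Input: 5 × 10^6 yeast cells/mL. Medium: fresh YPD growth medium. Doses: single dose. Incubation: static 4 h at 37 °C with compound, 1 h detection. Measured by: luminescent adenylate kinase detection reagent. Read-out: signal increase indicating cell lysis. Benchmarks: Clomiphene.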
ERAP1 inh: inhibitors of human ERAP1 aminopeptidase. 0.15% of 340,000 active. inhibition, % at 10.7 µM. recombinant ERAP1, Leu-AMC fluorescence, 60 min. Q9NZ08;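 active = mean replicate inhibition of at least 30%, or all replicates individually reaching that 30% level; inactive = mean below 30% and not every replicate reaching it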;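 note: 0% = neutral control wells and 100% = L-leucinethiol positive control wells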
SIRT5 block: sirtuin-5 (human) deacylase inhibition. Q9NXA8. Purified SirT5, succinyl-peptide AMC, trypsin-coupled fluorescence. inhibition, % at 15 µM. 1.1% of 330,000 active; in the data active = inhibition above about 15%; inconclusive = no clear call, values can overlap the other calls
Target sequence (Q9NXA8 whole entry, looked up): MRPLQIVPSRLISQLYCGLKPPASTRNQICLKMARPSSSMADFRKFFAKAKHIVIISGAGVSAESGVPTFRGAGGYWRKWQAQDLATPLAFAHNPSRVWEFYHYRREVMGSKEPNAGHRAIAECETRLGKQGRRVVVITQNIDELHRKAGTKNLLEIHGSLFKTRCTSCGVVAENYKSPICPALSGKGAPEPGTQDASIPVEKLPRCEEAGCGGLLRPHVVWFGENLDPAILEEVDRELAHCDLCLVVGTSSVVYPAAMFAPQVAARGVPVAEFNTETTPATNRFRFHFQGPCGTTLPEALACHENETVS
LGR2 inh: blocks bursicon-induced cAMP signaling via Drosophila LGR2 | HEK293 LGR2, CRE-luciferase, bursicon-stimulated, 4 h | inhibition, % at 9.99 µM | 0.35% of 380,000 active | AID 720647;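 active = drop in luminescence signal, shown as inhibition above about 50% in the replicate tests, limit read from the data, passing the limit was not always enough; inconclusive = probably only some replicates passing the limit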;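 note: agonist challenge used bursicon conditioned medium at about half maximal strength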
S100A4 MyoIIA: inhibitors of human S100A4 binding to myosin IIA peptide. AID 652163. inhibition, % at 10.7 µM. 0.14% of 360,000 active. S100A4/TAMRA-MyoIIA peptide fluorescence polarization. P26447;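 active = mean inhibition of at least 70% across replicates, with every replicate also reaching that level; inconclusive = mean inhibition reaches 70% but some replicates fall short; inactive = mean inhibition below 70%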
Target sequence (P26447 whole entry, looked up): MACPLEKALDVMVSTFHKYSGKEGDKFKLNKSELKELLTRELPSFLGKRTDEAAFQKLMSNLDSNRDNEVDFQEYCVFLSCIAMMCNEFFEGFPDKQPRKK
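System – human S100A4 monomer protein, biochemical binding assay · Buffer or medium – Calcium-containing HEPES buffer, pH 7.2 · Timing – 5 min between mix addition and reading · Also added – TAMRA-labelled myosin IIA heavy-chain peptide probe, 5 nM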
Statin myotox sup: suppression of simvastatin myotoxicity. C2C12 myotubes + simvastatin, ATP luminescence, 48 h; scaled: DMSO 0, geranylgeraniol control 100. rescue of ATP level, % at 7.49 µM. 0.78% of 330,000 active. AID 602340;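 active = mean ATP rescue above about 67%, or every replicate alone reaching that limit, limit read from the data, passing the limit was not always enough; inconclusive = no clear call, values can overlap the other calls; inactive = mean under the limit and some replicate under it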;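 note: myotubes were challenged with 10 µM simvastatin during compound exposure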
* hit, by the source's call; ? = inconclusive; · = no result given; & = joins results of further samples. This is a subset. The share of hits here may be higher or lower than overall.

SMILES | PGC1a acetyl inh | Xi reactivation | Cneo AK release | ERAP1 inh | SIRT5 block | LGR2 inh | S100A4 MyoIIA | Statin myotox sup
CO[C@@H]1CN(C)C(=O)c2ccc(NC(=O)c3ccccc3F)cc2OC[C@H](C)N(C(C)=O)C[C@H]1C | -3.2 | -0.1 | 6.2 | 2.6 | 1.0 | 6.5 | 12.4 | 1.4
O=C(NCc1nnc(SCC(=O)N2CCCC2)o1)c1ccco1 | 2.1 | 0.2 | · | 11.2 | 2.3 | -3.3 | -6.3 | 0.9
Cc1ccccc1OCC(=O)Nc1ccc2c(c1)Cc1ccccc1-2 | 17.0 | · | 2.3 | 1.1 | -3.2 | 5.7 | -3.0 | 2.8
O=C(c1cccc(Cl)c1)N1CCC(=O)N([C@H](COCc2cccc(Cl)c2)Cc2ccccc2)CC1 | · | 0.1 | · | · | 0.7 | 12.4 | 5.3 | ·
CCO[C@H]1OC(C(=O)NC2CC2)=C[C@@H](c2ccc(C(F)(F)F)cc2)[C@@H]1CCCO | -9.0&5.0 | 0.0 | -5.3&0.4 | 4.0&-0.7 | 8.3&-1.2 | -26.6 | 6.7&-2.6 | -24.1
O=C(CCC(=O)Nc1ccc(F)cc1)N/N=C/c1cc([N+](=O)[O-])ccc1O | · | 0.0 | · | 2.6 | -0.1 | -2.2 | -1.1 | ·
COC(=O)c1cccc(-n2c(C)cc(C=O)c2C)c1C | 2.7 | 0.0 | 1.2 | 1.2 | 0.8 | -14.1 | -4.1 | -3.8
CCC(=O)N(CCN1CCOCC1)Cc1cc2cc3c(cc2nc1Cl)OCO3 | · | 0.0 | · | -3.5 | 0.5 | -20.0 | 0.0 | ·
COc1ccc(CN2CCCC(N3CCN(c4ccc(OC)cc4)CC3)C2)cc1 (centres undefined) | -9.7 | -0.1 | 0.5 | · | -2.4 | 10.7 | 2.2 | 1.2
COc1ccc(N(CC(=O)Nc2cccc(C)c2C)S(=O)(=O)c2c(C)[nH]c(=O)[nH]c2=O)cc1 | 7.1 | 0.2 | 1.1 | -1.2 | -3.5 | -3.5 | 1.8 | ·
CCOc1ccc(NC(=O)CSc2nc(=O)n(CCCN3CCOCC3)c3c2CCC3)cc1 | 7.0 | 0.0 | 3.8 | -1.2 | -1.3 | -11.5 | 2.2 | 6.1
COc1cccc(C2Nc3ccccc3NC3=C2C(=O)CC(C)(C)C3)c1 (centres undefined) | 0.5 | 0.1 | -1.5 | 2.1 | -0.4 | 4.1 | 2.8 | 9.1
COc1ccc(S(=O)(=O)N2CCOCC2)cc1NC(=O)c1c(-c2ccccc2)noc1C | · | 0.2 | 1.4 | 2.2 | 0.2 | 6.5 | -4.3 | -11.8
Nc1ccccc1Sc1c[nH]c2ccccc12 | -29.9 | 0.0 | 10.5 | -3.5 | 0.9 | -19.8 | -6.0 | 58.3
CO[C@@H]1CN(C)C(=O)c2cc(NC(C)=O)ccc2OC[C@@H](C)N(Cc2ccccn2)C[C@H]1C | 10.5 | 0.3 | -4.8 | 1.2 | -0.3 | -0.1 | 3.5 | 3.9
COc1ccccc1C(=O)N1CCN(C(=O)c2oc3c(C)c(C)ccc3c2C)CC1 | -8.2 | -0.1 | -1.9 | -0.5 | · | -10.4 | 1.7 | -38.2
O=C(c1ccc(F)cc1)C1CCN(S(=O)(=O)c2ccccc2)CC1 | 0.5 | 0.1 | · | 2.6 | -4.7 | -3.2 | 1.3 | ·
CN1c2ccc(-c3cccc(F)c3)cc2[C@H]2[C@H](CCN2C(=O)c2ccncc2)[C@@H]1CO | 6.7 | 0.2 | -13.7 | · | · | 9.2 | · | -16.5
S=c1[nH]nc(COc2cccc(Cl)c2)n1Cc1ccccc1 | 2.0 | 0.0 | 1.7 | 2.8 | -4.1 | 24.0 | -0.7 | 16.6
O=C(Nc1ccccc1-c1ccccc1)NC1CC2CCCC(C1)N2Cc1ccc(F)cc1 (centres undefined) | ? | 0.0 | -19.9 | -3.4 | -4.0 | 25.5 | -1.4 | -30.8
O=C(C1=NN[C@@H]2C(=O)N(c3cccc(F)c3)C(=O)[C@H]12)c1ccc2ccccc2n1 | 2.8 | 0.5 | -0.9 | 2.0 | 15.5* | -18.6 | 3.6 | ·
C[C@H](NC(=O)[C@@H]1[C@@H](CO)[C@@H]2Cn3c(cccc3=O)[C@@H]2N1S(C)(=O)=O)c1ccccc1 | · | 0.1 | -0.3 | 5.0 | -2.8 | 5.9 | 15.6 | -31.2
CC1=NN(c2nc(N)nc(/C(C#N)=C/c3ccc([N+](=O)[O-])o3)n2)C(C)(C)C1 | · | 72.7* | · | -0.3 | · | -25.9 | -5.6 | ·
C[C@H](CO)N1C[C@H](C)[C@H](CN(C)Cc2cncnc2)Oc2ncc(-c3ccc(C#N)cc3)cc2C1=O | -2.7 | 0.3 | -1.8 | 1.2 | -4.1 | 1.6 | -0.9 | 9.0
Cc1cc[n+]2n1CC(O)C2 (centres undefined) | 2.9 | 0.3 | 7.7 | -0.8 | -1.4 | 6.5 | 7.8 | 10.4
O=C(NC1CCN(Cc2ccccc2)C1)c1cccc(S(=O)(=O)N2CCOCC2)c1 (centres undefined) | · | 0.0 | · | -1.6 | -0.5 | -2.9 | -3.2 | ·
COc1cccc(CN2CCC2(C)C(=O)NCCc2ccccn2)c1OC (centres undefined) | 8.9 | 0.0 | 0.3 | -3.6 | · | 2.2 | -3.2 | -2.1
CC(C)c1cccc(C2=CC(=O)C[C@H](c3ccc(F)cc3)C2)c1 | 0.7 | 0.4 | -0.6 | 2.0 | · | 1.7 | -4.6 | 1.3
Cc1cc(C)c(NC(=O)CN2C(=O)NC3(CCCc4ccccc43)C2=O)c(Cl)c1 (centres undefined) | · | 0.1 | · | 2.5 | -1.7 | 5.2 | -5.2 | 20.1
Cc1ccc(-c2nnn(CC(=O)N(CCCO)C(C(=O)NC3CCCC3)c3ccc(Cl)cc3)n2)o1 (centres undefined) | -13.8 | 0.1 | -0.9 | -4.1 | -2.4 | 1.7 | 0.5 | 79.7*
Nc1ncnc2nc(SCC(=O)Nc3ccccc3F)[nH]c12 | -10.3 | · | · | -3.3 | 8.4 | 3.6 | 7.8 | 3.1
CSc1nn2c(C(F)(F)F)cc(C(F)(F)F)nc2c1C(=O)O | · | 0.0 | · | 0.1 | 3.9 | · | 2.5 | -8.5
CC1CCCC(C)N1C(=O)CSc1nnnn1C1CCCC1 (centres undefined) | -8.8 | 0.2 | -0.7 | -0.8 | -1.1 | 3.1 | 3.7 | -3.2
CCS(=O)(=O)N1CC(=O)N2[C@H](C1)[C@@H](c1ccc(-c3ccc(C)cc3)cc1)[C@@H]2CO | 0.0 | 0.0 | · | 1.5 | -4.2 | 1.6 | 1.6 | ·
COC(=O)Cc1ccc(NC(=O)c2ccc(NC(=O)c3ccco3)cc2)cc1 | -12.7 | 0.2 | · | -1.6 | -0.8 | -19.8 | 4.2 | 3.9
O=S1(=O)C=CC(Nc2cccc(Cl)c2)C1 (centres undefined) | -2.1 | · | 0.3 | -2.0 | -0.6 | 6.3 | -0.3 | -13.7
O=S(=O)(NCc1ccccc1)NCc1ccccc1 | 0.3 | 0.2 | 1.6 | -5.1 | -1.8 | 7.3 | 1.1 | 9.1
CO[C@H]1CN(C)C(=O)c2cc(NC(=O)NC3CCCCC3)ccc2OC[C@@H](C)N(CCc2ccccc2)C[C@H]1C | -2.4 | 0.0 | -1.8 | 1.4 | 9.6 | -0.6 | 0.6 | -24.0
COc1cccc(-n2c(SCC(=O)NC3CCCCC3)nc3n[nH]c(C)c3c2=N)c1 | -32.5 | · | -2.0 | · | · | 38.8 | · | -22.5
CCC(=O)N1[C@H](CN(CC)C(=O)c2cccc(F)c2)[C@@H](c2ccccc2)[C@@H]1CO | 0.8 | -0.1 | -1.0 | -3.4 | 3.0 | 4.7 | -10.7 | 4.9
CO[C@H]1CC[C@@H]2CCN(C)C(=O)[C@@H](C)[C@H](OC)CN(C)C(=O)c3cc(C#N)ccc3OC[C@@H]1O2 | -3.5 | 0.1 | 13.2 | 1.5 | 4.4 | 8.1 | 3.6 | 3.6
COC(=O)C(C)Sc1nnc(Cc2cc(=O)[nH]c(=O)[nH]2)n1-c1ccc(OC)cc1 (centres undefined) | -12.7 | -0.1 | -3.8 | -1.4 | · | -4.7 | 2.7 | 0.4
CN(CC(=O)NCCc1ccc(S(N)(=O)=O)cc1)CC(=O)Nc1ccccc1C(F)(F)F | -9.7 | 0.2 | 0.9 | -0.1 | · | -1.1 | -21.2 | 0.4
C[C@H](CO)N1C[C@H](C)[C@@H](CN(C)Cc2ccncc2)Oc2cc(C#CC(C)(C)O)ccc2S1(=O)=O | -3.9 | 0.0 | -8.5 | -3.8 | -5.5 | 3.6 | 21.1 | -28.1
O=C(Cc1ccccc1)N1C[C@H]2[C@@H](c3ccccc31)[C@H](CO)N2C(=O)C1CCCC1 | -0.7 | 0.0 | -2.5 | · | · | -10.7 | · | 2.2
COc1cccc(-c2ccc3c(c2)[C@H]2[C@H](CCN2C(=O)C2CCC2)[C@@H](CO)N3)c1 | 7.3 | 0.0 | -24.2 | · | · | -5.5 | · | 12.4
C[C@@H]1CN([C@@H](C)CO)C(=O)c2cc(NC(=O)NC3CCCCC3)ccc2O[C@H]1CN(C)CC1CCCCC1 | 0.5 | 0.1 | -2.7 | 4.2 | 3.5 | 3.9 | 5.8 | 7.4
CC1(C)CN(c2cccc(-c3ccnc4ncnn34)c2)C1=O | 2.3 | 0.1 | 0.0 | 8.8 | -1.9 | -4.7 | -2.5 | 1.0
NC(=O)c1ccc(NC(=O)COC(=O)C2(c3cccc(F)c3)CCCC2)cc1 | · | 0.7 | · | -1.0 | -2.2 | 11.0 | -6.6 | 5.7
COc1cccc(CN2CCCCN3[C@H](CO)[C@@H](c4ccc(-c5cccnc5)cc4)[C@H]3C2)c1 | -11.5 | -0.1 | 8.4 | · | · | 14.9 | · | -1.1
The list goes on.
SMILES | PGC1a acetyl inh | Xi reactivation | Cneo AK release | ERAP1 inh | SIRT5 block | LGR2 inh | S100A4 MyoIIA | Statin myotox sup
CC(=O)N(O)CCCCCNC(=O)CCC(=O)N(O)CCCCCNC(=O)CCC(=O)N(O)CCCCCNC(=O)CCC(=O)O | -3.0 | 0.1 | -1.3 | · | 2.0 | 14.2 | 0.3 | 0.8
Cc1ccc(S(=O)(=O)N2CC[C@@H]3[C@H](CO)Nc4ccc(-c5ccc(C#N)cc5)cc4[C@@H]32)cc1 | 12.7 | 0.2 | -14.0 | · | · | 30.8 | · | -1.6
Cc1c(Br)c(O)c(Br)c2sc(=O)oc12 | · | 0.1 | · | -3.5 | 3.2 | 0.1 | 15.2 | ·
CC(=O)c1c(N2CCCCC2)nc(=O)n(-c2ccccc2)c1C | 9.9 | · | -0.6 | · | · | 1.4 | · | 2.7

Records listed so far shown as hits in SIRT5 block:
structure,PGC1a acetyl inh,ERAP1 inh,SIRT5 block,LGR2 inh,S100A4 MyoIIA
O=C(C1=NN[C@@H]2C(=O)N(c3cccc(F)c3)C(=O)[C@H]12)c1ccc2ccccc2n1,2.8,2.0,15.5*,-18.6,3.6
